ZTA DNA inh: counter-screen for EBNA-1 inhibitors: inhibitors of Epstein-Barr virus ZTA | ZTA-DNA binding, fluorescence polarization | inhibition, % at 11 µM | P03206 | actives 0.15% (n = 320,000); in the data active means inhibition above about 33%
RPL19A-GFP yeast: yeast TOR pathway RPL19A-GFP modulation | AID 2025 | percent response vs DMSO, % at 10 µM | S. cerevisiae RPL19A-GFP strain, flow cytometry, 3 h; hits give low values | actives 0.3% (n = 330,000);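 active means percent response vs DMSO below 50%; inconclusive means fewer than 70 events counted for the yeast strain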;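 further: median channel GFP fluorescence of the barcoded RPL19A-GFP strain; ratio of sample median GFP to plate DMSO average so 100% = DMSO; lower means less RPL19A-GFP as with rapamycin TOR inhibition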
LAP4 TOR yeast: modulators of TOR pathway LAP4-GFP in S. cerevisiae; S. cerevisiae LAP4-GFP multiplex, flow cytometry GFP, 3 h; median GFP as percent of DMSO wells; GFP response vs DMSO, % at 10 µM; actives 0.34% (n = 320,000); AID 2023;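 active means GFP response vs DMSO above a set limit, about the screen mean plus 3 SD, cut at about 150% in these data; inconclusive means under 70 cell events counted for the yeast strain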
EBNA-1 inhibitor: blocks EBNA-1 binding to DNA | AID 1950 | inhibition, % at 14.8 µM | actives 0.34% (n = 300,000) | EBNA-1 DNA binding, fluorescence polarization; in the data active means inhibition above about 28%
procasp7 counter: counter-screen: procaspase-7 (human) activation; actives 0.093% (n = 330,000); activation, % at 8.5 µM; recombinant procaspase-7, Ac-DEVD-pNA absorbance 405 nm; D23A/D198A/D206A triple mutant, cannot self-cleave; scale: DMSO 0, 5 µM enzyme 100;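 active means percent activation above the screen-wide mean plus 3 SD, cut at about 25% in these data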
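Replicates: singlicate. Assay system: Procaspase-7 triple mutant (PC-7 D3A). Signal: 405 nm absorbance of p-nitroaniline. Times: 1 h preincubation, 2 h reaction. Buffer or medium: Zinc-free HEPES pH 7.4 with 300 mM NaCl, 0.01% Triton X-100. Also added: DEVD-pNA substrate. Benchmarks: DMSO wells as 0%, DMSO with 5 µM added PC-7 as 100%.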
AHR activator: human AHR activation. activation, % at 5 µM. actives 2.5% (n = 320,000). AID 2796. P35869. AHR-responsive luciferase reporter cells, luminescence; in the data active means activation above about 47%;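 further: 0% = vehicle wells and 100% = reference agonist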
MEP2-GFP yeast: modulators of TOR pathway MEP2-GFP in S. cerevisiae; actives 0.51% (n = 330,000); S. cerevisiae MEP2-GFP strain, flow cytometry GFP, 3 h; 100% = DMSO control level; GFP response vs DMSO, % at 10 µM; AID 2016;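 active means GFP response versus DMSO above a set limit, roughly screen mean plus 3 SD, cut at about 180% in these data; inconclusive means fewer than 70 cells counted for a yeast strain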;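 further: median GFP fluorescence of the barcode-gated MEP2-GFP cells per well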
procasp3 activ: activators of human procaspase-3; P42574; recombinant procaspase-3 D3A, Ac-DEVD-pNA absorbance 405 nm; activation, % at 8.5 µM; AID 463141; actives 0.11% (n = 330,000);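 active means activation above the mean of all tested compounds plus 3 SD, cut at about 21% in these data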;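 further: 0% = DMSO alone and 100% = DMSO wells spiked with extra 5 µM PC-3 D3A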
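Test system: Procaspase-3 D3A mutant, all three cleavage aspartates alanine | Dosing: Single dose, 8.5 µM nominal compound, 0.8% DMSO | Schedule: 1 h preincubation, 2 h reaction | Technique: 405 nm absorbance of p-nitroaniline, reads at 0 and 120 min | Repeats: One well per compound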
Starred values were filed as active, the others as inactive; ? = inconclusive; / = no result given.

1) CCC1Oc2ccccc2N(CC(=O)NCCCN2CCN(c3ccc(OC)cc3)CC2)C1=O (stereo unspecified)
2) CCC(Sc1ccc(C(=O)O)cc1)C(=O)O (stereo unspecified)
3) Cc1cc(OCC(F)(F)C(F)(F)C(F)(F)C(F)F)nc(N)n1
4) O=C(Cn1c(=O)[nH]c2ccsc2c1=O)NC1CCCCC1
5) Cc1ccc(OCc2ccccc2Br)c([N+](=O)[O-])n1
6) COc1cc(NC(=O)Cn2c(=O)n(-c3cccc(C)c3)c(=O)c3c(C)c(C)sc32)cc(OC)c1
compound no.,1,2,3,4,5,6
procasp3 activ,-8,1,9,3,16,2
procasp7 counter,9,2,-2,14,6,4
EBNA-1 inhibitor,6,6,7,-2,-5,-14
ZTA DNA inh,1,7,5,8,-3,7
MEP2-GFP yeast,100,98,102,111,104,99
LAP4 TOR yeast,98,106,100,108,100,96
AHR activator,0,5,3,-2,4,5
RPL19A-GFP yeast,107,95,101,112,103,107

Profiles, quoted from the list. Order of values: procasp3 activ	procasp7 counter	EBNA-1 inhibitor	ZTA DNA inh	MEP2-GFP yeast	LAP4 TOR yeast	AHR activator	RPL19A-GFP yeast
`Cc1cc(OCC(F)(F)C(F)(F)C(F)(F)C(F)F)nc(N)n1` is listed as 9	-2	7	5	102	100	3	101
`COc1cc(NC(=O)Cn2c(=O)n(-c3cccc(C)c3)c(=O)c3c(C)c(C)sc32)cc(OC)c1` is listed as 2	4	-14	7	99	96	5	107
`O=C(Cn1c(=O)[nH]c2ccsc2c1=O)NC1CCCCC1` is listed as 3	14	-2	8	111	108	-2	112

The list continues:
7) COc1cc2c(cc1OC)C(COc1ccc(F)cc1)N(C(=O)c1ccco1)CC2 (stereo unspecified)
8) Cc1ccccc1C(=O)N1CCc2ccccc2C1
9) CCOC(=O)C1=C(c2cccc(F)c2)NC(=S)NC1C (stereo unspecified)
10) COc1ccc(/C=C(/CC(=O)NCc2ccc(Cl)cc2)c2nc3ccccc3s2)cc1
11) CC(=O)c1cc2c(cc1NC(=O)CN1CCC(Cc3ccccc3)CC1)OCO2
12) CC(=O)Nc1ccc(OCC(O)CN2CCN(c3cccc(Cl)c3)CC2)cc1 (stereo unspecified)
compound no.,7,8,9,10,11,12
procasp3 activ,8,2,-1,-3,0,-3
procasp7 counter,-3,18,-2,-15,2,11
EBNA-1 inhibitor,-6,4,1,-11,-12,-4
ZTA DNA inh,-12,-15,-6,25,-2,-1
MEP2-GFP yeast,103,104,97,98,100,102
LAP4 TOR yeast,107,110,96,84,92,91
AHR activator,0,8,1,10,2,-2
RPL19A-GFP yeast,104,102,97,101,102,89

13) Cc1oc2c(O)c(O)ccc2c(=O)c1-c1cnn(-c2ccccc2)c1
14) O=C1C2ON(c3ccccc3)C(c3ccccn3)C2C(=O)N1c1ccc(Br)cc1 (stereo unspecified)
15) CN1CCc2cc3c(c4c2[C@H]1[C@H](O)c1ccccc1-4)OCO3
16) CC1CCC2C(C1)OS(=O)(=O)NC2(C)C (stereo unspecified)
17) COCN(C#N)c1nc(N(C)C)nc(N(C)C)n1
18) CCN(CC)c1ccc(-c2n[nH]c(=S)n2-c2ccccc2)cc1
compound no.,13,14,15,16,17,18
procasp3 activ,-18,-4,-2,3,-3,-14
procasp7 counter,-28,-12,-17,-5,5,-14
EBNA-1 inhibitor,1,-2,-11,9,3,0
ZTA DNA inh,-5,9,-5,2,-2,-2
MEP2-GFP yeast,105,121,/,88,113,105
LAP4 TOR yeast,100,100,/,131,111,107
AHR activator,-4,1,1,-1,-2,1
RPL19A-GFP yeast,104,100,/,97,106,110

19) S=c1[nH]nc(CN2CCCCC2)n1Cc1ccccc1
20) CCCN=C(Nc1ccc(Cl)cc1)c1cccnc1
21) Cc1ccc(NC(=O)C(c2ccccc2)N2CCN(C(=O)c3ccco3)CC2)cc1 (stereo unspecified)
22) Fc1ccccc1N1CCN(Cc2cnc(Cl)s2)CC1
23) CCCCOCC(O)Cn1c(C)nc2ccccc21 (stereo unspecified)
24) COc1ccc(N2C(=O)C(CC(=O)Nc3ccccc3)N(Cc3cccs3)C2=O)cc1 (stereo unspecified)
compound no.,19,20,21,22,23,24
procasp3 activ,-5,-5,10,-2,6,0
procasp7 counter,-19,1,-4,6,1,-1
EBNA-1 inhibitor,-5,-14,/,-7,1,-17
ZTA DNA inh,0,1,7,1,4,1
MEP2-GFP yeast,98,104,88,?,109,97
LAP4 TOR yeast,92,106,103,?,107,98
AHR activator,0,118*,-1,-1,0,0
RPL19A-GFP yeast,106,106,96,?,103,109

25) O=C(CSCC(=O)c1ccccc1)Nc1ccccc1Cl
26) Cc1nc(C)c(C(=O)OCC(=O)NCc2ccccc2Cl)s1
27) CCOc1cc(C(=S)N2CCCC2)ccc1O
28) O=C(O)/C=C/C(=O)Nc1ccccc1-c1ccccc1
29) C=CCN1C(=O)c2ccc(C(=O)N(C)CC(=O)Nc3c(C)cccc3C)cc2C1=O
30) O=[N+]([O-])c1ccc(Sc2ccc(Cl)c(Cl)c2)nc1
compound no.,25,26,27,28,29,30
procasp3 activ,-6,1,-8,-18,-5,8
procasp7 counter,-3,6,-18,-27,3,-9
EBNA-1 inhibitor,2,/,-5,-5,-9,1
ZTA DNA inh,-1,/,3,-2,-7,2
MEP2-GFP yeast,112,106,97,99,96,101
LAP4 TOR yeast,107,93,89,91,91,97
AHR activator,0,0,-3,30,-1,1
RPL19A-GFP yeast,91,99,104,104,91,102

Only LAP4 TOR yeast and EBNA-1 inhibitor, for 2 of the compounds above:
cpd | SMILES | LAP4 TOR yeast | EBNA-1 inhibitor
29 | C=CCN1C(=O)c2ccc(C(=O)N(C)CC(=O)Nc3c(C)cccc3C)cc2C1=O | 91 | -9
30 | O=[N+]([O-])c1ccc(Sc2ccc(Cl)c(Cl)c2)nc1 | 97 | 1

Next part
31) Cc1cc2cc(C(c3nnnn3Cc3ccco3)N3CCc4ccccc4C3)c(=O)[nH]c2cc1C (stereo unspecified)
32) COC(=O)c1cc(CNC(=O)c2ccc(S(=O)(=O)N(C)c3ccccc3)cc2)ccc1OC
33) Cc1occc1C(=O)NCc1ccco1
34) O=C(COc1cccnc1[N+](=O)[O-])NCc1ccc(F)cc1
35) Cc1c(C(=O)N2CCCCC2)c(S(=O)(=O)NCc2ccccc2Cl)c(C)n1C
36) CSc1nc(NCc2ccco2)c2sc3nc(C(C)C)c4c(c3c2n1)CC(C)(C)OC4
compound no.,31,32,33,34,35,36
procasp3 activ,-25,9,-11,-6,0,-7
procasp7 counter,-28,-2,6,-5,-2,-17
EBNA-1 inhibitor,-7,/,-2,-15,8,-2
ZTA DNA inh,-3,1,-26,-21,-1,-11
MEP2-GFP yeast,100,112,101,115,99,121
LAP4 TOR yeast,88,101,96,104,98,102
AHR activator,15,1,2,1,1,4
RPL19A-GFP yeast,98,103,104,104,97,98

37) COc1ccc(NC(=O)Nc2nnc(Cc3ccc(OC)c(OC)c3)s2)cc1
38) O=C(CSc1nnnn1-c1cccc2ccccc12)NC(C(=O)O)(c1ccccc1)c1ccccc1
39) O=C(NCCCN1CCOCC1)C1(c2ccccc2)CCCC1
40) CC(NC(=O)C(C)(C)C)C(c1cccs1)N1CCN(Cc2ccccc2)CC1 (stereo unspecified)
41) Cc1onc(-c2ccccc2)c1C(=O)OCC(=O)c1ccccc1
42) COc1ccccc1S(=O)(=O)Cc1ccc(C(=O)N2CCN(c3ccccc3)CC2)o1
compound no.,37,38,39,40,41,42
procasp3 activ,-2,-7,-2,11,1,-1
procasp7 counter,6,10,3,10,1,-125
EBNA-1 inhibitor,-7,-3,6,5,2,-5
ZTA DNA inh,-4,16,7,-4,-10,2
MEP2-GFP yeast,131,97,91,99,113,101
LAP4 TOR yeast,77,91,88,117,96,99
AHR activator,8,0,2,1,-1,1
RPL19A-GFP yeast,101,94,87,97,100,95

43) O=S(=O)(Nc1cc(S(=O)(=O)N2CCOCC2)ccc1NCC1CCCO1)c1ccc(F)cc1 (stereo unspecified)
44) Cc1ncc(C23CC4CC(CC(C4)C2)C3)[nH]1
45) COc1ccc(C(C(=O)NC2CCCCC2)N(C(=O)c2sc(C)nc2C)c2ccccc2C)cc1 (stereo unspecified)
46) Cc1cccc(NC(=S)N2CCC(N(C)CC3CCCO3)CC2)c1C (stereo unspecified)
47) Cc1ccc2nc(SCC(=O)NCc3ccco3)c(C#N)cc2c1
48) CC(C)c1ccc(NC(=O)NCc2cccnc2)cc1
compound no.,43,44,45,46,47,48
procasp3 activ,3,7,0,2,-8,-5
procasp7 counter,2,10,-8,-5,0,0
EBNA-1 inhibitor,/,2,8,9,4,-4
ZTA DNA inh,-2,2,20,1,21,-12
MEP2-GFP yeast,103,96,98,97,105,84
LAP4 TOR yeast,108,106,91,88,95,81
AHR activator,2,0,1,0,5,19
RPL19A-GFP yeast,94,92,99,92,103,100

49) COc1c([N+](=O)[O-])c(=O)n(-c2ccccc2)c2ccccc12
50) COc1ccccc1N1CCN(C2CCN(C(=O)c3cccs3)CC2)CC1
51) CC(=O)Nc1ccc(S(=O)(=O)NCc2nc(-c3cccc(C)c3)no2)cc1
52) Fc1ccc(CNC(=S)NC2CCCCC2)cc1
53) O=C(Oc1cc(=O)n2ccccc2n1)c1ccccc1
54) CCc1sc(N(C(=O)Cc2ccccc2)c2ccccc2F)nc1-c1ccc(C)cc1
55) O=S(=O)(NCC1CC1)c1cc(Cl)cc(Cl)c1
56) O=C(O)CCCNc1ccc([N+](=O)[O-])c(NCCCC(=O)O)n1
compound no.,49,50,51,52,53,54,55,56
procasp3 activ,-22,0,-7,1,-4,-4,-8,3
procasp7 counter,-20,-1,-10,-2,-1,0,4,2
EBNA-1 inhibitor,1,4,-1,-11,1,-5,-6,6
ZTA DNA inh,-3,-2,5,8,4,-4,-5,0
MEP2-GFP yeast,99,84,99,105,98,100,94,91
LAP4 TOR yeast,100,84,107,93,107,88,87,88
AHR activator,1,0,5,-2,2,1,1,0
RPL19A-GFP yeast,102,84,99,102,95,100,100,84

Two compounds drawn at random from the list so far:
49) COc1c([N+](=O)[O-])c(=O)n(-c2ccccc2)c2ccccc12
51) CC(=O)Nc1ccc(S(=O)(=O)NCc2nc(-c3cccc(C)c3)no2)cc1
compound no.,49,51
procasp3 activ,-22,-7
procasp7 counter,-20,-10
EBNA-1 inhibitor,1,-1
ZTA DNA inh,-3,5
MEP2-GFP yeast,99,99
LAP4 TOR yeast,100,107
AHR activator,1,5
RPL19A-GFP yeast,102,99
